# Screening results as filed in PubChem BioAssay.
# tuberculosis growth: growth inhibition of non-replicating M. tuberculosis (AID 488890). inhibition, % at 25 µM; hits with a dose series show IC50 in µM. Mycobacterium tuberculosis non-replicating, growth inhibition; higher % means a stronger effect. 320,000 compounds, 0.39% hits; in the data active means a potency from the dose series;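 further: plate controls were DMSO cells for no effect and high antibiotic wells for full effect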
# influenza NS1A: H1N1 influenza NS1A inhibitors, functional cell based assay (AID 504329); inhibition, % at 12.5 µM, or IC50 in µM where a hit was titrated; NS1A functional cell-based assay, percent inhibition; higher % means a stronger effect; 340,000 compounds, 0.3% hits; in the data active means a potency from the dose series; further: strong numbers were not always called active
# PhoP GFP inhibition: PhoP regulon inhibitors, Salmonella typhi PhoP promoter GFP reporter, confirmatory (AID 1850); Salmonella Typhi PhoP-promoter GFP reporter, fluorescence, 4 h; higher % means a stronger effect; inhibition, % at 50 µM; hits with a dose series show IC50 in µM; 310,000 compounds, 0.33% hits; in the data active means a potency from the dose series;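 further: 0% = induced wells with vehicle and 100% = uninduced wells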
# H37Rv inhibition: M. tuberculosis growth inhibition, HTS (AID 449762); M. tuberculosis H37Rv growth inhibition, 7H9 media; higher % means a stronger effect; one-dose inhibition, % at 25 µM; IC50 in µM for titrated hits; 330,000 compounds, 0.59% hits; in the data active means a potency from the dose series;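 further: bacterial growth assessed after seven days of incubation; strong numbers were not always called active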
# VEEV TC-83 Vero: inhibitors of VEEV TC-83 cytopathic effect, confirmation, Vero cells (AID 588727) | Vero cells, VEEV TC-83 cytopathic effect inhibition; higher % means a stronger effect | inhibition, % at 20 µM; hits with a dose series show IC50 in µM | 350,000 compounds, 0.13% hits; in the data active means a potency from the dose series; further: strong numbers were not always called active
# VEEV TC-83 Vero 10K pilot screen: further read-out of VEEV TC-83 Vero, marked with its call; inhibition, %; measured here: 10K pilot screen inhibition
# Numbers without * were called inactive; i = inactive; . = not tested or not shown.
SMILES,tuberculosis growth,influenza NS1A,PhoP GFP inhibition,H37Rv inhibition,VEEV TC-83 Vero,others
CCCNC(=O)C1(CC2CC(c3ccccc3)=NO2)CCN(C(=O)c2ccccc2)CC1 (centres undefined),4%,-7%,6%,-7%,0.5%,
C=CCc1ccccc1OCCn1ccnc1,21%,-2%,4%,5%,i,
CC(C)CCN1CCN(Cc2ccc(C#CCCO)cc2)CC1CCO (centres undefined),18%,-7%,13%,-4%,0.5%,
O=C1c2ccccc2-c2nc3ccccc3cc21,19%,5%,7%,5%,1.4%,
COc1ccc(CCNC(=O)CSc2nnc3ccc(-c4ccccn4)nn23)cc1OC,-6%,-11%,0%,-13%,4.9%,
N#CC1(NC(=O)COC(=O)C23CC4CC(CC(O)(C4)C2)C3)CCCCC1,-10%,-13%,-7%,-22%,1.4%,
O=C1CCC(=O)N1CCc1c[nH]c2ccccc12,-13%,-5%,2%,-1%,0.9%,
O=C1CC(Cc2ccc(Cl)cc2)C(=O)N1c1cc(Cl)ccn1 (centres undefined),-18%,-4%,-11%,2%,2.2%,
CC(C)c1ccc(N(CC(=O)O)S(=O)(=O)c2cccnc2)cc1,-7%,1%,-4%,-4%,1.2%,
Cc1cccc(-n2c(CNC(=O)c3ccc(S(=O)(=O)N4CCCCC4)cc3)n[nH]c2=S)c1,-13%,11%,1%,2%,0.7%,
CCOc1ccc(N(CC(=O)NC2CC2)S(=O)(=O)c2ccc(C)cc2)cc1,2%,5%,0%,5%,2.4%,
Cc1ccc(S(=O)(=O)N2CCCOC2CNC(=O)C(=O)NCCc2c[nH]c3ccccc23)cc1 (centres undefined),-17%,10%,-4%,13%,7.1%,
CC(C)c1ccc(/C=C/C(=O)NCCCc2ccccc2)cc1,71%,4%,-11%,68%,0.3%,
O=C(/C=C/c1ccc(Cl)cc1Cl)c1nc2ccccc2[nH]1,76%,6%,0%,-14%,6.2%,
COc1ccc2cc(S(=O)(=O)n3cnc(C)c3)ccc2c1,10%,.,0%,7%,1.2%,
COC(=O)c1ccc(NC(=O)CN(c2ccc(C)cc2)S(=O)(=O)c2c(C)nn(C)c2C)cc1,5%,1%,1%,-3%,0.3%,
Cc1ccc(-n2nnc3ccccc3c2=O)cc1C,45%,-3%,-9%,5%,2.1%,
CC1CN(c2ccc(NC(=S)Nc3ccc(N4CC(C)OC(C)C4)cc3)cc2)CC(C)O1 (centres undefined),60%,10%,-1%,-1%,8.8%,
CCOc1cccc(CNCCCSc2ncccn2)c1,22%,1%,-3%,3%,0.1%,
O=C(NN1CCN(Cc2ccccc2)CC1)c1ccc(N2CCOCC2)c([N+](=O)[O-])c1,-1%,1%,20%,-3%,0.2%,
COc1ccccc1-c1c(-c2ccc(OCC(=O)NN)cc2O)n[nH]c1C(F)(F)F,17%,3%,-3%,2%,0.6%,
COc1ccc(C(=O)OCCCOC(=O)c2ccc(OC)cc2OC)c(OC)c1,6%,-9%,-15%,-5%,7.0%,
CCOC(=O)C1CCN(CCC(=O)Nc2ccccc2Cl)CC1,77%,3%,-3%,7%,0.6%,
CSc1nc(N)nc2c1ncn2CC(=O)NCc1ccc2[nH]ccc2c1,17%,0%,.,61%,i,
O=C(CSc1nc2ccccc2c(=O)n1Cc1ccc(F)cc1)NCC1CCCO1 (centres undefined),7%,4%,.,-2%,4.2%,
O=C(NCc1ccccc1)c1cccc(Br)n1,68%,2%,-3%,3%,3.5%,
CCc1cccc(C)c1NC(=S)N(CCN(C)C)C(C)c1ccco1 (centres undefined),15%,-11%,4%,3%,i,
Cc1ccc(S(=O)(=O)Cc2ccccc2Cl)cc1,8%,-4%,8%,10%,1.2%,
Clc1cc(Br)ccc1OCCOCCN1CCCC1,29%,-4%,-5%,4%,i,
N#Cc1ccc(C(=O)OCCc2cc3ccccc3c(=O)o2)cc1,23%,-3%,.,4%,0.3%,VEEV TC-83 Vero 10K pilot screen=0.4

# Arranged by molecular weight (ascending): some entries from above.
SMILES,tuberculosis growth,influenza NS1A,PhoP GFP inhibition,H37Rv inhibition,VEEV TC-83 Vero,others
O=C1CCC(=O)N1CCc1c[nH]c2ccccc12,-13%,-5%,2%,-1%,0.9%,
Cc1ccc(-n2nnc3ccccc3c2=O)cc1C,45%,-3%,-9%,5%,2.1%,
Cc1ccc(S(=O)(=O)Cc2ccccc2Cl)cc1,8%,-4%,8%,10%,1.2%,
O=C(NCc1ccccc1)c1cccc(Br)n1,68%,2%,-3%,3%,3.5%,
COc1ccc2cc(S(=O)(=O)n3cnc(C)c3)ccc2c1,10%,.,0%,7%,1.2%,
CCOc1cccc(CNCCCSc2ncccn2)c1,22%,1%,-3%,3%,0.1%,
CC(C)c1ccc(/C=C/C(=O)NCCCc2ccccc2)cc1,71%,4%,-11%,68%,0.3%,
O=C(/C=C/c1ccc(Cl)cc1Cl)c1nc2ccccc2[nH]1,76%,6%,0%,-14%,6.2%,
N#Cc1ccc(C(=O)OCCc2cc3ccccc3c(=O)o2)cc1,23%,-3%,.,4%,0.3%,VEEV TC-83 Vero 10K pilot screen=0.4
CC(C)c1ccc(N(CC(=O)O)S(=O)(=O)c2cccnc2)cc1,-7%,1%,-4%,-4%,1.2%,
CCOC(=O)C1CCN(CCC(=O)Nc2ccccc2Cl)CC1,77%,3%,-3%,7%,0.6%,
Clc1cc(Br)ccc1OCCOCCN1CCCC1,29%,-4%,-5%,4%,i,
CCc1cccc(C)c1NC(=S)N(CCN(C)C)C(C)c1ccco1 (centres undefined),15%,-11%,4%,3%,i,
CSc1nc(N)nc2c1ncn2CC(=O)NCc1ccc2[nH]ccc2c1,17%,0%,.,61%,i,
CCOc1ccc(N(CC(=O)NC2CC2)S(=O)(=O)c2ccc(C)cc2)cc1,2%,5%,0%,5%,2.4%,
COc1ccc(C(=O)OCCCOC(=O)c2ccc(OC)cc2OC)c(OC)c1,6%,-9%,-15%,-5%,7.0%,
COc1ccccc1-c1c(-c2ccc(OCC(=O)NN)cc2O)n[nH]c1C(F)(F)F,17%,3%,-3%,2%,0.6%,
O=C(NN1CCN(Cc2ccccc2)CC1)c1ccc(N2CCOCC2)c([N+](=O)[O-])c1,-1%,1%,20%,-3%,0.2%,
COC(=O)c1ccc(NC(=O)CN(c2ccc(C)cc2)S(=O)(=O)c2c(C)nn(C)c2C)cc1,5%,1%,1%,-3%,0.3%,
Cc1cccc(-n2c(CNC(=O)c3ccc(S(=O)(=O)N4CCCCC4)cc3)n[nH]c2=S)c1,-13%,11%,1%,2%,0.7%,
Cc1ccc(S(=O)(=O)N2CCCOC2CNC(=O)C(=O)NCCc2c[nH]c3ccccc23)cc1 (centres undefined),-17%,10%,-4%,13%,7.1%,

# (more compounds)
SMILES,tuberculosis growth,influenza NS1A,PhoP GFP inhibition,H37Rv inhibition,VEEV TC-83 Vero,others
Cc1ccc(C(=O)N2CC=C(c3ccccc3)CC2)s1,77%,-1%,-1%,32%,2.1%,
Cc1cc(N2CC(=O)N(CCc3ccccc3)C(=O)C2)n2ncnc2n1,-10%,-1%,2%,-15%,3.1%,
Cc1cccc(OCCCC(=O)Nc2ccc(N3CCOCC3)cc2)c1,53%,10%,-5%,-7%,0.0%,
COc1ccc(C(=O)Nc2ccccc2C(=O)NCC2CCCO2)cc1 (centres undefined),5%,19%,-1%,-2%,9.4%,
Cc1cc(NC(=O)CSc2nnnn2-c2ccccc2F)no1,10%,-2%,7%,-4%,i,
CCOC(=O)C1=C(CC)Nc2ccccc2N=C1NC(=O)c1cc(S(=O)(=O)N(C)C)ccc1Cl,8%,12%,8%,0%,6.9%,
CC(Sc1ccc(Cl)cc1)C(=O)NCC1CCCO1 (centres undefined),0%,2%,-14%,-7%,i,
Cc1ccc(C)c(NP(=O)(Oc2ccccc2)Oc2ccccc2)c1,10%,1%,-12%,15%,11%,
O=C(OCCOc1ccccc1)c1cc(S(=O)(=O)N2CCOCC2)ccc1Cl,0%,-14%,.,2%,1.9%,
CCOC(=O)CN(C)C(=O)CCc1nnc(-c2ccsc2)o1,-5%,-10%,-1%,-3%,i,
CCc1ccc(CN(C)C(=O)C2CCC(=O)N(CC3CCCCC3)C2)cc1 (centres undefined),21%,-5%,-10%,-2%,5.3%,
CC(C)(C)c1ccc(S(=O)(=O)Nc2ccc(Cc3ccncc3)cc2)cc1,19%,13%,5%,-1%,2.6%,
CC(C)OC(=O)c1c(NC(=O)c2cnn3c2NC(c2ccccc2)CC3C(F)F)sc2c1CCCC2 (centres undefined),7%,.,-1%,-3%,.,
CCc1nc2ccccc2c(C(=O)OCC(=O)NC2CCCC2)c1C,-3%,-16%,.,-3%,3.2%,
CN(C(=O)c1ccc(NC(=O)Cc2ccc(NC(=O)C3CCCN(C(=O)CCc4ccccc4)C3)cc2)cc1)C1CC1 (centres undefined),29%,-2%,.,-7%,0.7%,
OC(COc1ccccc1)CN1C2=NCCCN2c2ccccc21 (centres undefined),3%,-7%,-6%,-3%,1.6%,
Cc1cc(NC(=O)COC(=O)c2ccc(F)c(S(=O)(=O)N3CCOCC3)c2)no1,0%,-7%,-10%,4%,0.8%,
CC(=NNC(=O)CSCC(=O)NN=C(C)c1ccccc1)c1ccccc1,.,3%,.,.,1.5%,
CCCC(=O)Nc1ccc(Cl)c(NC(=O)c2ccc([N+](=O)[O-])cc2Cl)c1,-5%,6%,-5%,1%,i,
Cc1ccc(C)n1CCN1CCN(CC(=O)Nc2ccc(S(N)(=O)=O)cc2)CC1,3%,8%,0%,-2%,i,
O=C(CCN1C(=O)/C(=C\c2cccc(Br)c2)SC1=S)N1CCOCC1,34%,-7%,-12%,0%,25%,
Cc1ccc(-c2noc(CN(C)C(=O)c3ccc(Br)o3)n2)cc1,65%,-1%,5%,-3%,5.2%,
Cn1c(=O)c2[nH]c(C3CC4CCC3C4)nc2n(C)c1=O (centres undefined),.,-5%,.,.,1.8%,
Cc1cc(C)c(S(=O)(=O)NC2CC(C)(C)NC(C)(C)C2)cc1C,2%,-1%,9%,-3%,i,
CCCCOC(=O)c1ccc(N/C(=N\S(=O)(=O)c2ccccc2)c2ccccc2)cc1,15%,-6%,-8%,1%,1.1%,
O=C(OCC(=O)N1CCN(S(=O)(=O)c2ccccc2)CC1)c1ccc([N+](=O)[O-])o1,67%,-6%,-4%,6%,0.6%,
COCCN1CC(=O)N2C(c3cccc(OC)c3)c3[nH]c4ccccc4c3C[C@H]2C1=O (some centres undefined),-5%,-5%,37%,1%,0.9%,
O=S(=O)(NCC(c1ccco1)N1CCc2ccccc2C1)c1ccc(Br)cc1 (centres undefined),5%,-13%,7%,-1%,1.7%,
CC(C)NC(=O)c1cc2c(C(F)(F)F)nn(C)c2s1,-3%,2%,-11%,12%,0.1%,
Cc1ccc(CNC(=O)CCn2cc(-c3ccc(F)cc3)nc2-c2ccncc2)cc1,42%,-1%,-4%,4%,0.6%,

# Fetched by structure from the list above (3):
SMILES,tuberculosis growth,influenza NS1A,PhoP GFP inhibition,H37Rv inhibition,VEEV TC-83 Vero,others
O=C(OCC(=O)N1CCN(S(=O)(=O)c2ccccc2)CC1)c1ccc([N+](=O)[O-])o1,67%,-6%,-4%,6%,0.6%,
Cc1ccc(-c2noc(CN(C)C(=O)c3ccc(Br)o3)n2)cc1,65%,-1%,5%,-3%,5.2%,
Cn1c(=O)c2[nH]c(C3CC4CCC3C4)nc2n(C)c1=O (centres undefined),.,-5%,.,.,1.8%,

# The list continues.
SMILES,tuberculosis growth,influenza NS1A,PhoP GFP inhibition,H37Rv inhibition,VEEV TC-83 Vero,others
CN(C)CCCNCCCNC(=O)/C(=N\O)c1ccccn1,-19%,1%,12%,-16%,i,
O=C(Nc1cccc([N+](=O)[O-])c1)Nc1cccs1,6%,6%,25µM*,1%,i,
Cn1c(N2CCN(c3ccccn3)CC2)nc2c1c(=O)n(Cc1ccccc1Cl)c(=O)n2C,-7%,18%,6%,-5%,1.8%,
CCCn1c(N)c(N(CCOC)C(=O)CSc2c(Cl)cccc2Cl)c(=O)[nH]c1=O,7%,5%,.,6%,1.2%,
